STK33 inh = inhibitors of human STK33 kinase. AID 2322. Q9BYT3. ADP-Glo luminescence, MBP substrate. inhibition, % at 12.5 µM. 0.44% of 27,000 active; in the data active = inhibition above about 20%
Target sequence (Q9BYT3 whole entry, looked up): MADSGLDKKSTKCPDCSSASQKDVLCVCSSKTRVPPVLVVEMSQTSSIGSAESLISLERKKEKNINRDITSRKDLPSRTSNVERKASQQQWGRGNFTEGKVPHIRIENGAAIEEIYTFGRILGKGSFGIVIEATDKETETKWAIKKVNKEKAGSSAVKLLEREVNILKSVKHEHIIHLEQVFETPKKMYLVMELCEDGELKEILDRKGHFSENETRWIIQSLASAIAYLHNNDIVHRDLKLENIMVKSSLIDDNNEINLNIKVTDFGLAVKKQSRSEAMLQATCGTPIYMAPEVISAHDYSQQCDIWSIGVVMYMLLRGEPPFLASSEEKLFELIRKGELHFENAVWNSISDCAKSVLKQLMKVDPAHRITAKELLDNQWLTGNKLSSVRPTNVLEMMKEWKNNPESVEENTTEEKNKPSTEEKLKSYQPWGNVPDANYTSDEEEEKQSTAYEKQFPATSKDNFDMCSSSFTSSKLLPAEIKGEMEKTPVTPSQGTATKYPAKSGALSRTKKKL
p53 PUMA act = restores mutant p53 pathway signaling in SW480 cells; SW480 PUMA-promoter luciferase, p53 mutant reactivation; activation, % at 9.98 µM; 1.5% of 28,000 active; in the data active = activation above about 52%
Active calls of the source: *; . = not tested or not shown; & = joins results of further samples. Not all compounds are listed; rates above refer to the full screens.

SMILES | STK33 inh | p53 PUMA act
C[C@@H]1CN([C@@H](C)CO)C(=O)c2cc(N(C)C)ccc2O[C@H]1CN(C)C(=O)Nc1ccc(F)cc1 | . | -2
CCCn1c(=O)[nH]c2nc(-c3ccc(S(=O)(=O)O)cc3)[nH]c2c1=O | . | -2
CC(C)NC(=O)N(C)C[C@H]1Oc2c(NC(=O)Nc3ccc4c(c3)OCO4)cccc2C(=O)N([C@H](C)CO)C[C@H]1C | 2 | .
O=c1nc2ccccc2c2n1CC(CN1CCN(c3ccccc3)CC1)N2 (centres undefined) | . | 2
Cc1ccccc1NS(=O)(=O)c1cc(OCC(N)=O)c(C)cc1Cl | 2 | -5
CCCN(C)C[C@@H]1Oc2cc(C#CC(C)(C)O)ccc2S(=O)(=O)N([C@@H](C)CO)C[C@@H]1C | . | 5
Cc1cc(C)c(NC(=O)CN(c2cccc(Br)c2)S(C)(=O)=O)c(C)c1 | -1 | -6
Cc1noc(C)c1NC(=O)Nc1ccc2c(c1)CC(=O)N([C@H](C)CO)C[C@H](C)[C@H](CN(C)Cc1ccc3c(c1)OCO3)O2 | -2 | 14
C[C@H](CO)N1C[C@H](C)[C@H](CN(C)CC2CC2)Oc2ccc(NC(=O)Nc3ccccc3)cc2CC1=O | . | -4
COc1ccc(CN2C(=O)C(O)(CC(=O)c3c(C)n[nH]c3C)c3ccccc32)cc1OC (centres undefined) | -4 | -15
COc1ccccc1S(=O)(=O)N(C)C[C@H]1Oc2cc(C#CCC3CCCC3)ccc2S(=O)(=O)N([C@H](C)CO)C[C@@H]1C | . | -52
C[C@@H]1CN([C@@H](C)CO)C(=O)c2cc(NC(=O)c3ccncc3)ccc2O[C@@H](C)CCCCO[C@H]1CN(C)S(=O)(=O)c1ccc(F)cc1 | . | -3
COc1ccc(-n2c(Cn3ncc4ccccc4c3=O)n[nH]c2=S)cc1 | -1 | -17
CNC[C@H]1Oc2ccc(NC(=O)Nc3ccccc3)cc2CC(=O)N([C@H](C)CO)C[C@H]1C | -2 | -2
CCCCC/C=C\C/C=C\CCCCCCCC(=O)OC(CO)COP(=O)(O)OCC[N+](C)(C)C (centres undefined) | -8 | .
Cc1noc(C)c1NC(=O)Nc1ccc2c(c1)C(=O)N([C@@H](C)CO)C[C@@H](C)[C@H](CN(C)C(=O)Nc1c(C)noc1C)OCCCC[C@@H](C)O2 | . | -1
C[C@@H]1CN([C@@H](C)CO)C(=O)c2cc(C#Cc3ccccc3F)cnc2O[C@@H]1CN(C)C(=O)C1CCOCC1 | . | 6
COc1cc(OC)c2c(=O)c(-c3ccc4c(c3)OCO4)coc2c1 | 3 | .
C[C@@H]1CN([C@H](C)CO)C(=O)c2cccc(NS(=O)(=O)c3ccc(Cl)cc3)c2O[C@@H]1CN(C)S(=O)(=O)c1cccs1 | . | 0
CCNS(=O)(=O)c1cccc2c(N)cccc12 | 0 | .
CC(C)NC(=O)N(C)C[C@H]1Oc2cc(C#C[C@@H](C)O)ccc2S(=O)(=O)N([C@@H](C)CO)C[C@H]1C | . | 3
Cc1noc(C)c1NC(=O)Nc1ccc2c(c1)C(=O)N([C@H](C)CO)C[C@H](C)[C@H](CN(C)CC1CC1)O2 | . | -1
CNC[C@H]1Oc2c(NC(=O)c3ccc(-c4nccs4)cc3)cccc2C(=O)N([C@@H](C)CO)C[C@@H]1C | . | 4
COc1cc2c(cc1-c1coc3c4c(ccc3c1=O)OC(C)(C)C=C4)OCO2 | -4 | -31
C[C@@H]1CN([C@@H](C)CO)C(=O)c2cccc(NS(C)(=O)=O)c2O[C@H]1CN(C)C(=O)Nc1ccc(C(F)(F)F)cc1 | . | 11
C[C@H]1CN([C@@H](C)CO)C(=O)Cc2cc(NS(C)(=O)=O)ccc2O[C@H]1CN(C)S(=O)(=O)c1ccc(Cl)cc1 | 1 | .
O=C(CSc1nnnn1-c1cccc2ccccc12)Nc1ccc(N2CCOCC2)c(Cl)c1 | -5 | 7
COc1c(O)cc2c(c1O)C(=O)OC(C)C2Oc1cc2c(c(O)c1OC)C(=O)OC(C)C2O (centres undefined) | 2 | -6&1
CC(=O)[C@@]1(O)CCC2C3C[C@H](C)C4=CC(=O)C=CC4(C)[C@@]3(F)[C@@H](O)C[C@@]21C (some centres undefined) | -11 | .
CC(C)N1CCN(c2ccc(OC[C@H]3CO[C@](Cn4cncn4)(c4ccc(Cl)cc4Cl)O3)cc2)CC1 | -2 | 2
Cc1nc(SCC(=O)N2CCc3ccccc32)c2c3c(sc2n1)CCCC3 | -1 | -2
CC[C@H]1C(=O)CC2C3CCC4C[C@@H](O)[C@]5(O)C[C@]4(CO5)C3CC[C@@]21C (some centres undefined) | 2 | 11
CS(=O)(=O)Nc1ccc2c(c1)[C@@H]1C[C@@H](CC(=O)NCCN3CCCCC3)O[C@@H](CO)[C@@H]1O2 | . | 7
C[C@H]1CN([C@@H](C)CO)C(=O)Cc2cc(NC(=O)Nc3cccc4ccccc34)ccc2O[C@H]1CN(C)S(=O)(=O)c1cn(C)cn1 | -1 | .
CN(CC(=O)O)S(=O)(=O)c1ccc2c(c1)OCCO2 | 1 | 4
CCNc1nc(NCC)nc(Oc2ccc(=O)[nH]n2)n1 | . | 8
COc1ccc(S(=O)(=O)N(C)C[C@H]2Oc3ccc(NC(=O)Cn4cnnn4)cc3CC(=O)N([C@@H](C)CO)C[C@@H]2C)cc1 | -3 | .
CCn1c(SCC(=O)Nc2cc(C)c(C)cc2Br)nnc1-c1ccccc1F | -2 | -8
COC(=O)c1ccc(NC(=O)CSc2nc3ccccc3c(=O)n2-c2ccc(Cl)cc2)cc1 | 0 | -6
C[C@@H]1CN([C@@H](C)CO)C(=O)c2cccc(NS(=O)(=O)c3ccccc3)c2O[C@@H]1CN(C)C(=O)Nc1ccc2c(c1)OCO2 | . | -5
COc1cc(C)c(Cl)cc1S(=O)(=O)NCC1CCCO1 (centres undefined) | -1 | -5
C[C@H]1CN([C@@H](C)CO)C(=O)c2cc(NC(=O)CCN3CCOCC3)ccc2O[C@@H]1CN(C)Cc1ccc(C(=O)O)cc1 | 1 | .
COc1ccc(Cl)cc1NC(=O)CC1NCCNC1=O (centres undefined) | 0 | -8
C[C@@H]1CN([C@H](C)CO)C(=O)c2cccc(NC(=O)Nc3ccc(C(F)(F)F)cc3)c2O[C@@H]1CN(C)Cc1ccc2c(c1)OCO2 | . | 2
C[C@@H]1CN([C@H](C)CO)C(=O)Cc2cc(NC(=O)Cc3ccccc3)ccc2O[C@H]1CN(C)S(=O)(=O)c1cn(C)cn1 | 0 | 2
C[C@@H]1CN([C@H](C)CO)C(=O)c2cc(NC(=O)NC3CCCCC3)ccc2O[C@@H]1CN(C)C(=O)NC1CCCCC1 | . | -2
CN(C)c1ccc(NC(=O)CC2NCCNC2=O)cc1 (centres undefined) | 0 | -5
C[n+]1cc2c3c(ccc2c2ccc4cc5c(cc4c21)OCO5)OCO3 | . | -78
CCCn1c(=O)c(C)cn2nc(N)nc12 | . | -4
CC(C)NC(=O)Nc1ccc2c(c1)C(=O)N([C@@H](C)CO)C[C@@H](C)[C@@H](CN(C)Cc1ccccc1)OCCCC[C@H](C)O2 | . | 0
C[C@@H](O)C#Cc1ccc2c(c1)O[C@H](CN(C)C)[C@@H](C)CN([C@@H](C)CO)S2(=O)=O | . | 10
Cc1nnc(SCc2cc(=O)[nH]c(N3CCN(Cc4ccccc4)CC3)n2)s1 | -5 | 0
C[C@@H]1CN([C@@H](C)CO)C(=O)Cc2cc(NC(=O)CCN3CCOCC3)ccc2O[C@@H]1CN(C)C | 1 | -6
C/C=C/c1cnc2c(c1)C(=O)N([C@@H](C)CO)C[C@H](C)[C@@H](CN(C)C(=O)C1CC1)O2 | . | -6
COc1ccc(S(=O)(=O)Nc2ccc3c(c2)CC(=O)N([C@@H](C)CO)C[C@H](C)[C@@H](CN(C)Cc2ccc(C(F)(F)F)cc2)O3)cc1 | 7 | -1
CCCCn1c2nc3ccccc3nc2c2c(N)ncnc21 | . | -8
C[C@@H]1CN([C@@H](C)CO)C(=O)c2cc(NS(=O)(=O)c3ccccc3)ccc2O[C@@H](C)CCCCO[C@@H]1CN(C)C(=O)CCCN(C)C | . | 2
C[C@H]1CN([C@@H](C)CO)C(=O)c2cc(NC(=O)c3ccncc3)ccc2O[C@@H]1CN(C)S(=O)(=O)c1cccs1 | 2 | .
C[C@@H]1CN([C@H](C)CO)C(=O)c2cccc(N(C)C)c2O[C@H]1CN(C)CC1CC1 | . | -6
C[C@@H]1CCCCO[C@H](CN(C)C)[C@@H](C)CN([C@H](C)CO)C(=O)c2cc(NS(=O)(=O)c3ccccc3)ccc2O1 | 3 | .

Laid out differently: twelve of the compounds above.
Values run as follows: STK33 inh, p53 PUMA act
C[C@@H]1CN([C@@H](C)CO)C(=O)c2cc(N(C)C)ccc2O[C@H]1CN(C)C(=O)Nc1ccc(F)cc1
  ., -2
CCCn1c(=O)[nH]c2nc(-c3ccc(S(=O)(=O)O)cc3)[nH]c2c1=O
  ., -2
CC(C)NC(=O)N(C)C[C@H]1Oc2c(NC(=O)Nc3ccc4c(c3)OCO4)cccc2C(=O)N([C@H](C)CO)C[C@H]1C
  2, .
O=c1nc2ccccc2c2n1CC(CN1CCN(c3ccccc3)CC1)N2 (centres undefined)
  ., 2
Cc1ccccc1NS(=O)(=O)c1cc(OCC(N)=O)c(C)cc1Cl
  2, -5
CCCN(C)C[C@@H]1Oc2cc(C#CC(C)(C)O)ccc2S(=O)(=O)N([C@@H](C)CO)C[C@@H]1C
  ., 5
Cc1cc(C)c(NC(=O)CN(c2cccc(Br)c2)S(C)(=O)=O)c(C)c1
  -1, -6
Cc1noc(C)c1NC(=O)Nc1ccc2c(c1)CC(=O)N([C@H](C)CO)C[C@H](C)[C@H](CN(C)Cc1ccc3c(c1)OCO3)O2
  -2, 14
C[C@H](CO)N1C[C@H](C)[C@H](CN(C)CC2CC2)Oc2ccc(NC(=O)Nc3ccccc3)cc2CC1=O
  ., -4
COc1ccc(CN2C(=O)C(O)(CC(=O)c3c(C)n[nH]c3C)c3ccccc32)cc1OC (centres undefined)
  -4, -15
COc1ccccc1S(=O)(=O)N(C)C[C@H]1Oc2cc(C#CCC3CCCC3)ccc2S(=O)(=O)N([C@H](C)CO)C[C@@H]1C
  ., -52
C[C@@H]1CN([C@@H](C)CO)C(=O)c2cc(NC(=O)c3ccncc3)ccc2O[C@@H](C)CCCCO[C@H]1CN(C)S(=O)(=O)c1ccc(F)cc1
  ., -3

Next section
SMILES | STK33 inh | p53 PUMA act
CC(C)NC(=O)N(C)C[C@@H]1Oc2ccc(NC(=O)CCC(F)(F)F)cc2CC(=O)N([C@H](C)CO)C[C@@H]1C | . | 1
COc1ccc(S(=O)(=O)Nc2ccc3c(c2)C(=O)N([C@@H](C)CO)C[C@H](C)[C@@H](CN(C)S(=O)(=O)c2cn(C)cn2)O3)cc1 | -3 | .
C[C@@H]1CCCCO[C@@H](CN(C)S(=O)(=O)c2ccc(Cl)cc2)[C@@H](C)CN([C@H](C)CO)C(=O)c2cc(NC(=O)C3CCCCC3)ccc2O1 | 0 | .
C[C@H]1CN([C@@H](C)CO)C(=O)CCCn2cc(nn2)CO[C@@H]1CN(C)C(=O)Nc1ccc(C(C)(C)C)cc1 | -2 | .
O=C(Nc1ccccc1C(=O)NCc1ccco1)c1ccc(-c2ccccc2)cc1 | 0 | 58*
Cc1ccc(S(=O)(=O)N(C)C[C@H]2OCc3ccccc3-c3ccccc3C(=O)N([C@@H](C)CO)C[C@H]2C)cc1 | . | 3
Cc1ccc(N(C(C)C(=O)Nc2ccc(Br)cc2F)S(C)(=O)=O)cc1C (centres undefined) | -2 | 35
Cc1ccccc1NC(=O)c1cnn2c(C(F)(F)F)cc(-c3ccco3)nc12 | -1 | .
C[C@@H]1CN([C@@H](C)CO)C(=O)Cc2cc(NS(C)(=O)=O)ccc2O[C@@H]1CN(C)Cc1ccc(C(=O)O)cc1 | 3 | .
O=C(NCc1ccc(F)cc1)[C@H]1C[C@H]2C(=O)N3CCC[C@H]3C(=O)N2[C@H]1c1cccc(OCCO)c1 | 1 | .
Cc1noc(C)c1NC(=O)N(C)C[C@@H]1Oc2c(NC(=O)c3cnccn3)cccc2C(=O)N([C@@H](C)CO)C[C@H]1C | . | 0
COc1ccc(OC)c2c(=S)c3ccccc3[nH]c12 | . | 27
Cc1ccc(S(=O)(=O)Nc2ccc3c(c2)CC(=O)N([C@H](C)CO)C[C@H](C)[C@H](CN(C)Cc2ccc(Cl)c(Cl)c2)O3)cc1 | 5 | .
COc1ccc(S(=O)(=O)N(C)C[C@H]2Oc3ccc(NC(=O)C4CC4)cc3C(=O)N([C@H](C)CO)C[C@@H]2C)cc1 | . | -2
CC(=O)Nc1ccc(Br)cc1-c1nc2ccccc2[nH]c1=O | 3 | 0
CC(O)CNc1nc2c(c(=O)n(Cc3ccccc3F)c(=O)n2C)n1C (centres undefined) | 3 | -10
COC(=O)Nc1nc2ccc(C(=O)c3ccccc3)cc2[nH]1 | 9 | -65
COc1ccc(C(N)=O)cc1NC(=O)CC(O)(C(F)(F)F)C(F)(F)F | 2 | 11
C[C@H](CO)N1C[C@H](C)[C@H](CN(C)C(=O)Nc2ccc(C(F)(F)F)cc2)Oc2c(NC(=O)c3ccncc3)cccc2C1=O | . | 10
CC(C)C#Cc1ccc2c(c1)O[C@H](CN(C)C(=O)Nc1ccccc1)[C@H](C)CN([C@@H](C)CO)S2(=O)=O | . | -24
Cc1cc(C(=O)Nc2ccc(S(=O)(=O)Nc3onc(C)c3C)cc2)c(C)o1 | 2 | 3
C=CCSc1nnc(-c2ccc(C(F)(F)F)cn2)s1 | 0 | .
CNC[C@H]1Oc2ccc(NC(=O)C3CC3)cc2CC(=O)N([C@H](C)CO)C[C@H]1C | -3 | 2
Cc1noc(C)c1NC(=O)N(C)C[C@@H]1OCc2cn(nn2)CCCC(=O)N([C@H](C)CO)C[C@H]1C | -3 | 0
